HT1080 IDH1KD tx – kills HT-1080 cells with IDH1 knockdown; HT-1080 IDH1 knockdown viability, ATP luminescence, 48 h; Potency, µM (series often up to 46.1 µM), for inactives: top-dose activity, negative = toxicity, most hits filed as cytotoxic; 360,000 tested, 2% active; AID 686971;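 further: potency means the concentration at half of the fitted maximal effect; 0% = DMSO wells and -100% = cell-free medium wells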
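IDH1KD HT-1080 cells, 750/well, RPMI + 5% FBS; compound pinned after 2 h settling; 48 h, 37 °C; CellTiter-Glo luminescence; % activity normalised to DMSO and no-cell wells; curves fitted, classed by r2 and efficacy.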
DRD3 agonist – D3 dopamine receptor (human) agonism | P35462 | D3R DiscoveRx beta-arrestin cells, luminescence, 90 min | max activation, % | 410,000 tested, 0.58% active; in the data active means max activation above about 30%; further: 0% is about no effect; mostly tested at two doses, the higher about 12 µM
Target sequence (P35462 whole entry, looked up): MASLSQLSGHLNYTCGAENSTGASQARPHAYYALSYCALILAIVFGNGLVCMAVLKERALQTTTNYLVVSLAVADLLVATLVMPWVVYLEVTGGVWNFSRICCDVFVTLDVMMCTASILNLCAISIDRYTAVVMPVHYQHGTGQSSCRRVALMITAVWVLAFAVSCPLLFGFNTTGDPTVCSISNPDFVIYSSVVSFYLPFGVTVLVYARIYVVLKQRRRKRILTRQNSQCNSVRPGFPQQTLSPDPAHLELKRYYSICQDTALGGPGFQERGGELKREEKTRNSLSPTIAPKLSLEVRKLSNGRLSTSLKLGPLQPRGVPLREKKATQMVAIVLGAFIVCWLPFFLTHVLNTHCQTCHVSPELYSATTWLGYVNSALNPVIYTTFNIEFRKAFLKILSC
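Agonist-mode cell screen: cells plated at 1500/well and incubated overnight at 37 °C, then exposed to library compounds for 90 min at 37 °C. Detection reagent was added for 30–60 min at room temperature, and luminescence was read.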
KB-V1 cytotox – KB-V1 MDR subline cytotoxicity; KB-V1 MDR cells viability, CellTiter-Glo, 72 h; Potency, µM (highest dose often 46.1 µM), for the others: at the top dose activity change, negative = cytotoxicity, hits mostly cytotoxic; 400,000 tested, 3.4% active; AID 1347076; further: potency means the concentration at half of the fitted maximal effect; on the % scale 0 is the no-effect control and ±100 the full control effect; nearly all actives have a fitted effect of over 60% in size
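Readout: CellTiter-Glo luminescence, 10 min after addition. Cells: KB-V1 MDR subline, 72 h at 37 degrees C with compound. Analysis: corrected, normalized data fitted to concentration-effect curves.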
D3 antag – blocks the human D3 dopamine receptor | 360,000 tested, 2.5% active | D3R cells, DiscoveRx beta-arrestin luminescence, antagonist mode; stronger effect = lower value | P35462 | max response, negative = inhibition, %; in the data active means max response below about -50%; inconclusive means no clear call, values can overlap the other calls; further: on the % scale 0 is the no-effect control and ±100 the full control effect; mostly tested at two doses, the higher about 12 µM
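Cells plated overnight at 1500 cells/well, then exposed to library compounds with dopamine controls for 90 minutes at 37 degrees C. DiscoveRx reagent added for 30–60 minutes at room temperature; luminescence read, quantitative HTS format.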
GLP1R ag – agonists of human GLP-1 receptor | Potency, µM (top dose mostly 45.6 µM), inactives show at the top dose activation, usual class: activators | 380,000 tested, 0.007% active | AID 624172 | HEK293 GLP-1R CRE-luciferase, luminescence, 4-6 h; cells express a hypersensitive GLP-1R form; further: potency means the concentration at half of the fitted maximal effect; % of control where 0% means no effect
Target sequence (P43220 whole entry, looked up): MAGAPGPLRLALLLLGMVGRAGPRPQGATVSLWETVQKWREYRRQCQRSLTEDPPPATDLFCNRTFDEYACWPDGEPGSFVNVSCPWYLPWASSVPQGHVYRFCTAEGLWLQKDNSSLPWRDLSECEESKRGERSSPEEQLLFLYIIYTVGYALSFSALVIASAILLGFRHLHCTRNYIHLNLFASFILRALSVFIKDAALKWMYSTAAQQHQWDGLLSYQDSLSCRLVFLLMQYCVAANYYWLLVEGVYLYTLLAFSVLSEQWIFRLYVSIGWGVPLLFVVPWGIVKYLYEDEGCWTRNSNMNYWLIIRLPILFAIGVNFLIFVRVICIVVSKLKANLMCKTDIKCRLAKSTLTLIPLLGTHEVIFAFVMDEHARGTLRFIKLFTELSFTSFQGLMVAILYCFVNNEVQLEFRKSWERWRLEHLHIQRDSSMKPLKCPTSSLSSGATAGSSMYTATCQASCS
IL1B secr inh – inhibitors of inflammasome signaling (IL-1 beta secretion) | THP-1 LPS/ATP IL-1B secretion, AlphaLISA, 16 h; stronger effect = lower value | activity change, % at 57.5 µM | 360,000 tested, 4.7% active; in the data active means activity change below about -50%; inconclusive means mostly about -30% to -49%; further: on the % scale 0 is the no-effect control and ±100 the full control effect
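THP-1 cells pretreated 1 hr with compounds (up to 57.5 uM final), then stimulated with LPS (250 ng/mL final) plus ATP (1.25 mM final); secreted IL-1B measured by AlphaLISA after 16 hr, decreased signal indicating inhibition.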
KB-3-1 cytotox – kills parental KB-3-1 adenocarcinoma cells; KB-3-1 viability, CellTiter-Glo ATP luminescence, 72 h; Potency, µM (titrated, usually from 46.1 µM), without a hit: top-dose activity change, negative = cytotoxic, hits mostly cytotoxic; 400,000 tested, 1.4% active; AID 1347075; further: potency means the concentration at half of the fitted maximal effect; on the % scale 0 is the no-effect control and ±100 the full control effect; nearly all actives have a fitted effect of over 60% in size
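Multi-concentration cytotoxicity screen in KB-3-1 cells grown in DMEM lacking phenol red with 10% FBS. After 72 h at 37 °C with compound, ATP-dependent luminescence was recorded.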
HT1080-NT tox – kills 2HG-producing HT-1080-NT fibrosarcoma cells; AID 686970; 360,000 tested, 1.6% active; HT-1080-NT fibrosarcoma viability, CellTiter-Glo ATP luminescence, 48 h; Potency, µM (titrated, usually from 46.1 µM), for inactives: at the top dose activity, negative = less viability, most hits filed as cytotoxic;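 further: NT is the 2HG producing partner of a matched IDH1 knockdown line; potency means the concentration at half of the fitted maximal effect; 0% = DMSO-treated cells and -100% = media-only wells without cells; nearly all actives have a fitted effect of over 55% in size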
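HT-1080-NT fibrosarcoma cells (2HG-overproducing), 750 cells/well in RPMI with 5% FBS, dosed after 2 h and incubated 48 h at 37C. CellTiter-Glo luminescence normalized to DMSO and no-cell wells; concentration-response curves fitted and classed.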
SW480 rerep – inducers of DNA re-replication in SW480 colon cancer cells | Potency, µM (series often up to 46.1 µM), for inactives: at the highest dose re-replication activation, actives largely listed as activators | 340,000 tested, 1.8% active | SW480 DNA re-replication, Hoechst DNA content imaging, 48 h; further: potency means the concentration at half of the fitted maximal effect; % of control where 0% means no effect; nearly all actives have a fitted effect of over 55% in size
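SW480 cells exposed to compounds for 48 hr at 37 C, 5% CO2, then Hoechst-stained 40 min. Nuclear DNA content imaged by fluorescence scanning (405 nm excitation, 500-530 nm emission); re-replication scored as increased high-intensity nuclei.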
* marks the source's active call; other numbers are inactive results; ? = inconclusive; nt = no result given; & = joins results of further samples; ! = a repeat was not active; [ ] = dose if it differs, or a comment. Unless noted, the call rests on the fitted dose curve; in most records, active means well fitted curve in the direction sought with a large enough effect; inconclusive means small, poorly fitted or top-dose-only effect, or another doubt; inactive means no such curve, though single readings can be large; an effect the other way counts as inactive or inconclusive.

SMILES | HT1080 IDH1KD tx | DRD3 agonist | KB-V1 cytotox | D3 antag | GLP1R ag | IL1B secr inh | KB-3-1 cytotox | HT1080-NT tox | SW480 rerep
COc1ccc(C(=O)COc2ccc3ccc(=O)oc3c2)cc1 | 12.7% | -2.7 | 18.0% | -9.3 | -1.2% | -14.3 | ? | 14.9% | -5.1%
CCN1C(=O)c2cccc3c(NC(=O)c4ccc(S(=O)(=O)N5CCOCC5)cc4)ccc1c23 | -11.2% | 1.7 | 2.5% | 10.1 | 21.3% | -1.7 | -5.4% | -7.7% | -3.4%
COc1ccccc1CCCNC(=O)C1CCC(=O)N(Cc2ccccc2F)C1 (configuration not stated) | -9.7% | -2.8 | -3.5% | -9.7 | -6.3% | -2.3 | -14.2% | 1.0% | -9.5%
CC1=C(C(=O)OCC2CCCO2)C(c2ccc(C)cc2)C2=C(CCCC2=O)N1 (configuration not stated) | 16.7% | 4.8 | -27.8% | 1.2 | 6.7% | -12.7 | -5.8% | 7.8% | -3.3%
O=C(N/N=C/c1ccc(Br)s1)c1cccnc1 | 11.4% | -12.8 | 0.0% | ? | -11.1% | -4.8 | 10.9% | 9.7% | -5.4%
CC(=O)c1ccc(OCc2cc(C(=O)N3CCC(c4ccncc4)CC3)no2)cc1 | 23.1µM* | 8.9 | -11.7% | -1.4 | 8.3% | -12.0 | -35.3% | 18.4µM* | -19.3%
CCN1C(=O)CC(NNC(=O)c2ccc(Cl)cc2)C1=O (configuration not stated) | 4.1% | 0.7 | 15.5% | -27.7 | -9.8% | 0.0 | 1.4% | 5.0% | -21.1%
C/C(CC(=O)Nc1cccc2c1CCCC2)=N\NC=O | 10.2% | -16.2 | 0.2% | -12.5 | 3.4% | 0.0 | -6.1% | 18.8% | 0.4%
O=C(COC(=O)Cc1c[nH]c2ccccc12)NC1CCCCC1 | 0.0% | -1.6 | 1.1% | 6.0 | 0.6% | 10.7 | 15.4% | -11.3% | -1.8%
CC[C@@H](C)[C@@H]1CN([C@@H](CN2CCC[C@H]2CN2C(N)=NC[C@H]2CC(C)C)C(C)C)C(=N)N1CCCC1CCCC1 | -0.6% | -37.4 | 0.0% | -14.8 | 3.4% | ? | 0.0% | 1.5% | -2.1%
O=c1c2sc3nc(N4CCOCC4)c4c(c3c2ncn1-c1ccccc1)CCCC4 | -2.8% | 0.3 | ? | 12.2 | 6.3% | -60.3* | 6.9% | -8.8% | -3.3%
O=C(CCl)NN1C(=O)NC(c2ccccc2)(c2ccccc2)C1=O | 16.4µM* | 2.8 | -25.8% | 8.6 | 5.0% | -116.9* | ? | ? | ?
COc1ccc(S(=O)(=O)Nc2ccc(O)c(Sc3ncn[nH]3)c2)cc1 | -3.1% | -7.0 | -17.5% | -6.0 | 1.2% | 1.4 | 11.8% | -2.7% | ?
O=C(O)CCCCCCCCCC(=O)c1cccs1 | 11.4% | 3.0 | 6.2% | 0.0 | -10.5% | 17.5 | 0.1% | 2.3% | -5.8%
O=C(NC1CCCCCCC1)c1ccc(F)c(S(=O)(=O)N2CCOCC2)c1 | -3.1% | 0.2 | -28.3% | 6.0 | -0.9% | -8.8 | -5.5% | -2.2% | -5.5%
CC(C)(C)c1ccc(OCC(=O)NNC(=O)Nc2ccccc2)cc1 | 3.3% | 2.2 | 14.0% | -2.9 | -5.6% | 7.9 | -0.8% | -1.2% | -6.9%
O=C(CSCc1nc2ccccc2[nH]1)N1CCN(c2cccc(Cl)c2)CC1 | -11.3% | 2.5 | 20.6µM* | ? | -2.1% | ? | ? | -2.0% | ?
COc1ccc2oc(C(=O)OCC(=O)Nc3ccc(OC)c(S(N)(=O)=O)c3)c(C)c2c1 | -1.0% | -8.1 | 0.0% | 8.0 | 1.6% | -3.0 | 1.8% | 0.4% | -0.5%
Cc1ccc(N(Cc2cc3ccc(C)cc3[nH]c2=O)S(=O)(=O)c2ccccc2)c(C)c1 | 3.9% | -1.4 | ? | -20.2 | 1.9% | 3.5 | 4.3% | 16.2% | -6.5%
Cc1nc2ccc(C(=O)N(C)Cc3ccccc3)cn2c1N(C)C(=O)CCc1ccccc1 | 27.9% | 2.7 | -14.1% | -28.2 | -4.0% | -2.6 | 0.4% | 1.0% | nt
CC(=NCc1cccc(Cl)c1)c1nc(-c2ccco2)oc1O | -4.9% | 0.7 | 19.6% | -5.6 | 1.5% | 12.9 | 5.8µM* | 0.6% | -8.8%
C/C(N)=C(/C#N)C(=O)CSc1n[nH]c(-c2ccccc2Br)n1 | 19.1%&8.3% | -8.9&-6.4 | -1.9%&0.0% | 11.3&-3.7 | 11.6%&-1.6% | -21.9&-24.3 | -1.4%&-1.7% | 16.2%&12.0% | -14.3%&-6.5%
COc1cccc(-c2nn(-c3ccccc3)cc2CO)c1 | -16.8% | -0.3 | 1.4% | 38.8 | -1.5% | ? | 6.5% | -11.9% | 0.0%
O=C(NCc1ccccc1)c1ccc2nccnc2c1 | -7.7% | -4.9 | -20.6% | -9.8 | -5.6% | -13.2 | 1.7% | -6.1% | -5.0%
COc1cc(-c2noc(C)c2-c2ccc3[nH]ccc3c2)cc(OC)c1OC | 0.0366µM* | -35.6 | 1.84µM*! | -24.8 | 22.7% | 57.4 | 1.84µM* | 1.03µM* | 2.59µM*

New compounds follow
SMILES | HT1080 IDH1KD tx | DRD3 agonist | KB-V1 cytotox | D3 antag | GLP1R ag | IL1B secr inh | KB-3-1 cytotox | HT1080-NT tox | SW480 rerep
Cc1ccc(C2C3=C(CC(C)(C)CC3=O)OC3=C2C(=O)CC(C)(C)C3)cc1 | 22.1% | 3.0 | -22.2% | -14.7 | 1.7% | -14.7 | -0.5% | 21.1% | 0.5%
COCCNC(=O)C1CCCN(Cc2ccccc2)CC1 (configuration not stated) | ? | -1.4 | ? | 10.2 | -4.3% | ? | ? | 15.6% | nt
O=C1CN(c2ccc(Cl)cc2)C2(CCCCC2)S1 | 6.0% | -0.3 | 8.0% | 5.8 | 17.7% | 2.8 | 1.6% | 1.2% | -1.7%
CC1(C(=O)Nc2cccc(C(F)(F)F)c2)Cc2c(-c3cccc(C(F)(F)F)c3)ccnc2O1 (configuration not stated) | ? | -8.4 | -2.8% | 0.0 | -2.3% | -17.3 | -7.0% | ? | nt
N#Cc1ccc(CSCC(=O)O)cc1 | 9.7% | -12.5 | -5.1% | -21.9 | -2.5% | 30.6 | -6.9% | 0.0% | -8.7%
COc1ccc(C(=O)/C=C/c2ccc3c(c2)OCCO3)cc1 | ? | 4.3 | -19.5% | -28.5 | -0.1% | -93.2* | 8.3% | ? | -0.7%
CN(C)S(=O)(=O)c1cccc(NC(=O)CCc2nc3cc(S(=O)(=O)N4CCOCC4)ccc3n2C)c1 | -3.4% | 3.7 | 24.9% | 4.5 | 12.1% | -11.3 | -0.7% | -0.4% | -59.7%[inhibitor]
COc1ccc(C2(c3ccc(OC)cc3)NC(=O)N(CC(=O)NC(C)C)C2=O)cc1 | 15.2% | -0.8 | 10.0% | ? | 9.8% | -11.4 | 6.4% | 1.8% | -1.6%
COc1ccc(-c2nc3ccc(Br)cn3c2Cc2cccc(Cl)c2)cc1OC | ? | 0.0 | 3.5% | 72.4 | 21.3% | ? | -17.7% | ? | nt
CC(C)C(=O)Nc1nnc(S(=O)(=O)N(C)c2ccc(Cl)cc2)s1 | -1.2% | 4.7 | 5.8% | -2.6 | -1.5% | -10.8 | 13.3% | -18.6% | -2.4%
CC(=O)Nc1ccc(NC(=O)c2ccc(NC(=O)c3ccccc3)cc2)cc1 | 1.7% | 6.6 | ? | -5.4 | -3.1% | -4.2 | 9.4% | 17.2% | ?
Cc1cc(NC(=O)CCC(=O)N(c2ccccc2)C(C(=O)NC2CCCC2)c2cccs2)no1 (configuration not stated) | -1.4% | -3.3 | -16.9% | -8.9 | 1.7% | -5.5 | -4.3% | -2.3% | -0.6%
Cc1ccc2[nH]c3c(=O)n(N)c(C)nc3c2c1 | 5.3% | 3.8 | -1.5% | -18.8 | 14.8% | -1.6 | 8.3% | 13.1% | 6.51µM*
COCCN(C(=O)COC(=O)c1cc2c(s1)CCCC2)c1c(N)n(Cc2ccccc2)c(=O)[nH]c1=O | -0.2% | -2.1 | 4.8% | -5.1 | -1.2% | -8.1 | -2.7% | 7.6% | -0.8%
CCN(CC)CCNC(=O)c1ccc(Sc2ccc(Cl)cc2)c(NC(C)=O)c1 | -9.9% | -16.0 | -13.4% | -76.9* | 3.7% | -5.3 | -16.2% | -23.4% | -11.5%
Cc1ccc(NC(=O)c2ccc(F)cc2F)cc1NS(C)(=O)=O | 0.2% | -8.4 | 0.5% | -20.9 | -4.1% | 9.9 | -4.9% | 1.4% | 3.8%
COc1ccc(S(=O)(=O)Oc2cccc(C(=S)N3CCOCC3)c2)cc1 | -0.2% | 5.2 | ? | 2.4 | 0.7% | 9.6 | 0.0% | 1.9% | 11.9%
CC(C)Cc1nc(Cl)c(C#N)c2c1CCC2 | 0.2% | -0.8 | 17.4% | -4.8 | -2.5% | -12.7 | -3.1% | -0.3% | 6.3%
COC(=O)c1ccccc1NC(=O)CCn1c(=O)oc2ccccc21 | 12.9% | 3.0 | -18.7% | -9.9 | -6.2% | -11.5 | 1.8% | 19.4% | ?
C=CCNC(=O)c1cc2sccc2n1C | 12.8% | 2.8 | 2.5% | -5.9 | -1.5% | 1.3 | -35.1% | 0.9% | -10.9%
CCOc1ccc(-n2c(CC)nc3c(cnn3-c3ccc(Cl)cc3)c2=O)cc1 | nt | 8.5 | ? | nt | 0.9% | nt | ? | nt | nt
CCNC(=S)NNC(=O)CC(C)C | 7.4% | 9.3 | -3.6% | 7.0 | -0.8% | 18.1 | 6.8% | 13.7% | -1.8%

Source: PubChem

Hits appear at their usual frequency (roughly 12% active in at least one column).
